High-throughput results: PubChem, National Center for Advancing Translational Sciences (NCATS)
N370S GC mod = qHTS Assay for Inhibitors and Activators of N370S glucocerebrosidase as a Potential Chaperone Treatment of Gaucher Disease; Lysosomal acid glucosylceramidase (Homo sapiens), P04062; N370S GC spleen homogenate, 4MU-glucoside fluorescence; Potency, µM (top dose mostly 59.4 µM), without a hit: at the top dose activity change, negative = inhibition, hits mostly inhibitors; hit rate 0.092% among 330,000; AID 2101, 2009;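 further: 0% = full enzyme activity and -100% = no enzyme basal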
FEN1 inh = qHTS Assay for the Inhibitors of Human Flap endonuclease 1 (FEN1); P39748; Recombinant FEN1 flap cleavage, fluorescence, 15 min; Potency, µM (titrated, usually from 114 µM), for inactives: at the top dose activity change, negative = inhibition, usual class: inhibitors; hit rate 0.35% among 390,000; further: nearly all actives have a fitted effect of over 65% in size
Target sequence (P39748 whole entry, looked up): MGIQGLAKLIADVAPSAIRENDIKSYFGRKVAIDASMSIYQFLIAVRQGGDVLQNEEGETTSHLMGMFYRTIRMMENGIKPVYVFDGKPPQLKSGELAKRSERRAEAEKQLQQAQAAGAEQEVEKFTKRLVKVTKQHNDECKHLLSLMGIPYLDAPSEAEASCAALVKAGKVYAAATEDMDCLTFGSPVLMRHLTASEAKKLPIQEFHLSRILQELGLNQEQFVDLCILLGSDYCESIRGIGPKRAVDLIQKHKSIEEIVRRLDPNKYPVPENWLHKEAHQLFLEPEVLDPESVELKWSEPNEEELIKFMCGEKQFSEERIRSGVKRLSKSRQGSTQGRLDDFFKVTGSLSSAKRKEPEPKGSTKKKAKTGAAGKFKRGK
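Nuclease activity of 10 nM FEN1 was measured after 15 min of room-temperature exposure to titrated compounds, by adding 50 nM flap substrate and reading plates at 0 and 15 min.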
TDP1 inh = qHTS Assay for Inhibitors of Tyrosyl-DNA Phosphodiesterase (TDP1). hit rate 0.28% among 350,000. recombinant TDP1, AlphaScreen DNA substrate cleavage. Potency, µM (highest dose often 130 µM), for inactives: at the top dose activity change, negative = inhibition, usual class: inhibitors. AID 485290, 2010. Tyrosyl-DNA phosphodiesterase 1 (Homo sapiens), Q9NUW8; further: nearly all actives have a fitted effect of over 40% in size
Target sequence (Q9NUW8 whole entry, looked up): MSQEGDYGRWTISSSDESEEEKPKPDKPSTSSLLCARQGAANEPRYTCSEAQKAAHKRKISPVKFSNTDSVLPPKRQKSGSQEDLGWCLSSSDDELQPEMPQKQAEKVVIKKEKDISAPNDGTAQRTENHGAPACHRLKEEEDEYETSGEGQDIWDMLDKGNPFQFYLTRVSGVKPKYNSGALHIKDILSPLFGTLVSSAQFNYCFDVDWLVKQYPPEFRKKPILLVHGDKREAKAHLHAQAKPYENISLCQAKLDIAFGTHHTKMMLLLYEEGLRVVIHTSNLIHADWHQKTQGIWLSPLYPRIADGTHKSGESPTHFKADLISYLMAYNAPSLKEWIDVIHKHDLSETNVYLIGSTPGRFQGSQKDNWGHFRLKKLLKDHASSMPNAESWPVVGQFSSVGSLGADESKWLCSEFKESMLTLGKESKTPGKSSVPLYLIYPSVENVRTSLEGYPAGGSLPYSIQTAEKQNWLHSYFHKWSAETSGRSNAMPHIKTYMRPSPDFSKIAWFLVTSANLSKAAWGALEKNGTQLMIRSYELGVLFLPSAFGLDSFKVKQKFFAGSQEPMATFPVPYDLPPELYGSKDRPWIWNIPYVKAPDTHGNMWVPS
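AlphaScreen read-out: signal falls as enzyme removes the 3' tyrosine-FITC from a 5'-biotinylated DNA oligo (15 nM, 5 min, RT). Enzyme was E. coli-made recombinant Tdp1 at 1 nM, exposed to compound for 15 min beforehand; beads 10 ug/ml, 10 min.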
Starred values were filed as active, the others as inactive; ? = inconclusive; · = not tested or not shown; & = joins results of further samples; [ ] = dose if it differs, or a comment. The call rests on the fitted dose curve; in most records, active means well fitted curve in the direction sought with a large enough effect; inconclusive means small, poorly fitted or top-dose-only effect, or another doubt; inactive means no such curve, though single readings can be large; an effect the other way counts as inactive or inconclusive. Unless noted, on the % scale 0 is the no-effect control and ±100 the full control effect; potency means the concentration at half of the fitted maximal effect.

Screens in order: FEN1 inh | N370S GC mod | TDP1 inh
(1) Cc1ccccc1NC(=O)CSc1nnc(NC(=O)c2ccco2)s1
→ -2% | -7% | 1%
(2) O=C1NC(c2ccco2)Nc2ccccc21 (stereo not drawn)
→ 1% | 7% | 5%
(3) N#Cc1ccc(CSc2nnc(-c3ccccn3)n2-c2ccc(Cl)cc2)cc1
→ -5% | -7% | -1%
(4) N#CCCN(CCC#N)C(=O)c1ccc2c(c1)OCO2
→ 0% | 0% | 0%
(5) Cc1ccc2c(Sc3ccc(Cl)cc3)c(C(=O)NCCC(C)C)[nH]c2c1
→ -14% | · | 9%
(6) CCOC(=O)[C@@H]1[C@H]2COc3ccc(Br)cc3[C@H]2N2C(=O)N(c3ccc(C)cc3)C(=O)[C@]12C
→ -19% | ? | ·
(7) OC(c1ccccc1)(c1ccccc1)C1CCN(C(=S)NCCc2ccccc2)CC1
→ -16% | -8% | 5%
(8) Cc1c(N2C(=O)C3C4C=CC(C4)C3C2=O)c(=O)n(-c2ccccc2)n1C (stereo not drawn)
→ -1% | 7% | ·
(9) O=C(O)c1cc2ccc3cccc4ccc(c1)c2c34
→ -23% | 4% | ·
(10) COc1ccc(C(CCN2CCOCC2)c2c(OC)cc(OC)c3c(C)cc(=O)oc23)cc1 (stereo not drawn)
→ 0% | -16% | -1%
(11) CCCCC(=O)C1CCN(Cc2ccccc2)CC1
→ -7% | 2% | 4%
(12) COc1ccc(/C=C2/Sc3ccc(C(=O)N4CCOCC4)cc3NC2=O)cc1OC
→ 0% | -3% | 2%
(13) CC(=O)c1ccc(NC(=O)Cn2c(=O)nc(-c3ccccc3)c3ccccc32)cc1
→ 11% | · | 1%
(14) Cc1ccc(C)c(Cn2c3ccccc3c3cnn(CC(=O)NCCC4=CCCCC4)c(=O)c32)c1
→ 5% | · | -5%
(15) CCOC(=O)N1CCC(NC(=O)CS(=O)(=O)Cc2nc(-c3ccccc3C)oc2C)CC1
→ -10% | 2% | 3%
(16) COc1ccc2c(=O)c(Oc3ccc(C(=O)O)cc3)c(C(F)(F)F)oc2c1
→ -8% | 20% | 7%
(17) N#C/C(=C/c1cc(Br)cs1)C(=O)NCC1CCCO1 (stereo not drawn)
→ 8% | 2% | -2%
(18) CCn1c(NCc2cc(Cl)ccc2O)nc2ccccc21
→ -26% | 7% | ·
(19) O=C(Cc1ccccc1)Nc1c(Cl)ccc2nsnc12
→ -2% | -4% | 1%
(20) CC1CCc2nc(/C(C#N)=C/c3ccncc3)sc2C1 (stereo not drawn)
→ 3% | 12% | 9%
(21) O=S(=O)(NC1CCN(Cc2ccccc2)CC1)c1ccc(Cl)cc1
→ 1% | -6% | 4%
(22) Cc1ccc(-c2csc(C3=C(O)CN(NC(=O)c4ccco4)C3=N)n2)cc1
→ -1% | 5% | -14%
(23) CCOC(=O)C1(Cc2ccccc2C(F)(F)F)CCN(Cc2ccc(COC)o2)CC1
→ -17% | -22% | ·
(24) CCOc1ccc(Br)cc1S(=O)(=O)Nc1cccc(S(=O)(=O)N(C)c2ccccc2)c1
→ -8% | -8% | 1%
(25) COc1cc(/C=C/C(=O)O)cc(S(=O)(=O)Nc2ccc(S(=O)(=O)N3CCCCC3)cc2)c1OC
→ 4% | -8% | 7%
(26) CCN(CC)C(=O)CSc1ncnc2c1nnn2-c1ccc(OC)cc1
→ -7% | 14% | 6%
(27) CC(C)=CCN1CCN(Cc2cc(C(C)C)n[nH]2)CC1CCO (stereo not drawn)
→ -4% | -5% | 3%
(28) CCC[N+](CC#Cc1ccccc1)(CCC)CC(=O)OC
→ 6% | 4% | 0%
(29) O=c1c(-c2n[nH]c(=S)n2-c2ccccc2)cccn1Cc1cccc(Cl)c1
→ 0% | 5% | 3%
(30) Cc1c(C(=O)N2CCC(C)CC2)sc2ncnc(N(C)c3ccccc3)c12
→ -5% | 8% | 0%
(31) COc1ccccc1NC(=O)COC(=O)C1CC2C=CC1C2 (stereo not drawn)
→ 1% | 12% | -2%
(32) COc1ccc(N2CCN(S(=O)(=O)c3ccc4c(c3)C(C(C)C)C(=O)N4)CC2)cc1 (stereo not drawn)
→ -13% | · | 6%
(33) CCN(CC)S(=O)(=O)c1cc(C(=O)OCC(=O)c2ccc3c(c2)NC(=O)CO3)ccc1Cl
→ 2% | 2% | 4%
(34) COc1cc(/C=C/C(=O)O)cc(S(=O)(=O)Nc2ccc3nc(SC)sc3c2)c1OC
→ -6% | -6% | 5%
(35) CC(=O)c1cc(C#N)c(N2CCN(c3ccccc3)CC2)nc1C
→ -3% | 3% | ·
(36) COc1ccc(OC)c(CCNC(=O)C(C)n2nc(C)c3c(C)n(-c4ccccc4)nc3c2=O)c1 (stereo not drawn)
→ 0% | -24% | 6%
(37) O=C1/C(=C/c2ccncc2)CCc2ccccc21
→ -4% | -10% | 3%
(38) Cn1c(Cc2ccccc2)nnc1SCC(=O)Nc1ccc2c(c1)OCCO2
→ -1% | 2% | 3%
(39) COc1ccc(NC(=O)CSc2nnc(-c3cccs3)o2)cc1
→ 17% | · | 1%
(40) Cc1noc2ncnc(N3CCCC(C(=O)Nc4cccc(C(F)(F)F)c4)C3)c12 (stereo not drawn)
→ -14% | · | 5%
(41) C=CCNC(=O)/C(=C/c1cccc([N+](=O)[O-])c1)NC(=O)c1ccco1
→ 6% | -1% | -4%
(42) Cc1ccc(S(=O)(=O)CC(=O)Nc2nc(-c3ccccc3)cs2)cc1
→ -17% | -3% | 8%
(43) O=C(OCC(=O)c1ccc(Br)s1)c1ccc(O)cc1
→ -11% | · | 0%
(44) CCOC(=O)Cn1nnc(-c2ccc(OCC(C)C)cc2)n1
→ -13% | 1%[2.35 µM] | -4%
(45) COc1ccc(N2CCN(S(=O)(=O)c3ccc(Cl)s3)CC2)cc1
→ -10% | 1% | 0%
(46) CCCCC(=O)Oc1ccccc1C1SCc2cc(C)c(C)cc2CS1
→ -3% | -14% | 3%
(47) Cc1onc(-c2ccc3c(c2)OCO3)c1-c1ccc2[nH]ccc2c1
→ -9%&-28% | 2% | ·
(48) Cc1noc(C)c1S(=O)(=O)N1CCCN(C(=O)/C=C/c2ccccc2F)CC1
→ -17% | · | 1%
(49) CCOc1ccc(C(=O)NCC(=O)OCc2c(C)noc2C)cc1OCC
→ 23% | 4% | -4%
(50) CCOC(=O)C1CCN(c2nc(C)cc(C)c2C#N)CC1
→ -10% | 7% | 3%
(51) O=C(/C=C/c1ccccc1)NC(=S)NNS(=O)(=O)c1ccccc1
→ 11% | 3% | 0%
(52) O=S(=O)(c1ccc(N2CCN(CCO)CC2)nc1)N1CCOCC1
→ 0% | -8% | 0%
(53) COc1ccc(CCN2CC(C(=O)N(C)Cc3c(C)n[nH]c3C)CCC2=O)cc1 (stereo not drawn)
→ 1% | -6% | ·
(54) CCn1ncc(Cl)c1C(=O)Nc1cc(Cl)ccc1Cl
→ -2% | 11% | ·
(55) COc1ccc(C=NCCCN2CCOCC2)cc1
→ -1% | -5% | 5%[56.1 µM]
(56) CCC1Oc2ccccc2N(CC(=O)NCc2cc(OC)ccc2OC)C1=O (stereo not drawn)
→ 1% | · | 10%
(57) COc1ccc(NC(C#N)c2ccc(OC)cc2)cc1 (stereo not drawn)
→ -1% | -9% | 3%
(58) N#Cc1ccc(S(=O)(=O)N2CCN(c3ncccn3)CC2)cc1
→ 1% | 4% | 3%
(59) COc1ccc(/C=C/C(=O)C2(O)CCCCC2)cc1OC
→ 19% | 0% | 0%
(60) O=C(CCN1Cc2ccccc2C1)c1ccc2c(c1)OCCO2
→ 1% | 4% | 2%

Quoted from above, nos. 41 to 53
Screens in order: FEN1 inh | N370S GC mod | TDP1 inh
(41) C=CCNC(=O)/C(=C/c1cccc([N+](=O)[O-])c1)NC(=O)c1ccco1
→ 6% | -1% | -4%
(42) Cc1ccc(S(=O)(=O)CC(=O)Nc2nc(-c3ccccc3)cs2)cc1
→ -17% | -3% | 8%
(43) O=C(OCC(=O)c1ccc(Br)s1)c1ccc(O)cc1
→ -11% | · | 0%
(44) CCOC(=O)Cn1nnc(-c2ccc(OCC(C)C)cc2)n1
→ -13% | 1%[2.35 µM] | -4%
(45) COc1ccc(N2CCN(S(=O)(=O)c3ccc(Cl)s3)CC2)cc1
→ -10% | 1% | 0%
(46) CCCCC(=O)Oc1ccccc1C1SCc2cc(C)c(C)cc2CS1
→ -3% | -14% | 3%
(47) Cc1onc(-c2ccc3c(c2)OCO3)c1-c1ccc2[nH]ccc2c1
→ -9%&-28% | 2% | ·
(48) Cc1noc(C)c1S(=O)(=O)N1CCCN(C(=O)/C=C/c2ccccc2F)CC1
→ -17% | · | 1%
(49) CCOc1ccc(C(=O)NCC(=O)OCc2c(C)noc2C)cc1OCC
→ 23% | 4% | -4%
(50) CCOC(=O)C1CCN(c2nc(C)cc(C)c2C#N)CC1
→ -10% | 7% | 3%
(51) O=C(/C=C/c1ccccc1)NC(=S)NNS(=O)(=O)c1ccccc1
→ 11% | 3% | 0%
(52) O=S(=O)(c1ccc(N2CCN(CCO)CC2)nc1)N1CCOCC1
→ 0% | -8% | 0%
(53) COc1ccc(CCN2CC(C(=O)N(C)Cc3c(C)n[nH]c3C)CCC2=O)cc1 (stereo not drawn)
→ 1% | -6% | ·

(more compounds)
Screens in order: FEN1 inh | N370S GC mod | TDP1 inh
(61) COCCn1nnnc1C(c1cc2cc(OC)ccc2[nH]c1=O)N1CCC(Cc2ccccc2)CC1 (stereo not drawn)
→ 6% | 11% | 6%
(62) CCOC(=O)CN(Cc1sccc1C)C(=O)Nc1cccc(OC)c1
→ 6% | 7% | -3%
(63) CC(C)C[C@@H](NC(=O)C1CCC(CNC(=O)[C@H](Cc2ccccc2)NC(=O)OC(C)(C)C)CC1)C(=O)O (stereo partly drawn)
→ 11% | -3% | ·
(64) CCOc1ccc(NC(=O)C2C3C=CC4(CN(C(C(=O)OC)C(C)C)C(=O)C24)O3)cc1 (stereo not drawn)
→ -5% | -15% | 0%
(65) COc1ccc(NC(=O)C(=O)c2cn(CC(=O)N3CCCC3)c3ccccc23)cc1
→ 11% | -15% | 6%
(66) COc1ccc(/C=C/C(=O)NC(=S)Nc2ccc(S(=O)(=O)Nc3cc(OC)ncn3)cc2)cc1
→ 1% | -6% | ·
(67) CC(C)(C)OC(=O)NNC(=O)c1cccs1
→ -5% | -2% | 3%
(68) CCOC(=O)C1(Cc2cccc(OC)c2)CCCN(C(=O)CCSC)C1 (stereo not drawn)
→ -2% | 15% | ·
(69) CCC1CCCCN1C(=S)NC(=O)c1cc(Br)ccc1Cl (stereo not drawn)
→ -1% | · | 1%
(70) O=C1c2cc([N+](=O)[O-])cc3cc([N+](=O)[O-])cc(c23)C(=O)N1c1ccccn1
→ ? | -6% | -9%
(71) CCOC(=O)C1=C(C)Nc2ccccc2N=C1NC(=O)/C=C/c1ccc(OC)cc1OC
→ -2% | -2% | 3%
(72) CCCCCCSc1ccc([C@H]2N[C@@](C)(C(=O)OC)[C@H]3C(=O)N(CC)C(=O)[C@@H]23)cc1
→ ? | 11% | -8%
(73) CC1CC(C)CN(S(=O)(=O)c2ccc(NC(=O)CN3C(=O)NC(C)(c4ccccc4)C3=O)cc2)C1 (stereo not drawn)
→ -20% | -16% | 4%
(74) COc1ccc(-c2[nH]ncc2CN(C)Cc2cccnc2)c(F)c1
→ 0% | -5% | -3%
(75) O=C(Cn1ccc(C(F)(F)F)n1)N=Nc1c(O)[nH]c2ccc(Br)cc12
→ -9% | -9% | 5%
(76) Cc1ccccc1Cn1cnc2ccccc2c1=O
→ 0% | 12% | 5%
(77) Cc1cc(C)c(C#N)c(SCC(=O)Nc2ccccc2C#N)n1
→ 19% | · | -3%
(78) CCN(CC)S(=O)(=O)c1cc(NC(=O)C2Cc3ccccc3C(=O)O2)ccc1C (stereo not drawn)
→ -3% | -2% | 1%
(79) O=CN1CCCN(Cc2nc(Cc3ccccc3F)no2)CC1
→ 19% | 11% | 3%
(80) COc1cccc2sc3ccc(C#Cc4ccc(N)cc4)cc3c(=O)c12
→ -5% | -4% | ·
(81) C/C(=N/NC(=O)CNC(=O)COc1cccc(C)c1)c1ccc(Cl)cc1
→ 0% | -1% | 1%
(82) O=C(N/N=C\c1ccc(Br)cc1)c1ccc(Cn2cccn2)o1
→ -1% | -11% | 5%
(83) CCOc1cc(N2CCOCC2)c(OCC)cc1NC(=O)CSc1nccc(C)n1
→ -18% | 1% | 4%
(84) CCc1ccc(S(=O)(=O)N/N=C\c2cn(CC(N)=O)c3ccccc23)cc1
→ -3% | -9% | 4%
(85) COc1ccc(CNC(=O)COC(=O)C2(C)CC2(Cl)Cl)cc1 (stereo not drawn)
→ 5% | · | -2%
(86) O=C(COC(=O)c1ccc(O)cc1)Nc1ccc(S(=O)(=O)N2CCOCC2)cc1
→ -7% | · | 0%
(87) FC(F)(F)C(Oc1nc(NC2CCCCC2)nc(N2CCOCC2)n1)C(F)(F)F
→ -13% | ? | 0%
